PPARg SRC-2 ag: agonists of PPARg-SRC-2 recruitment, primary screen, biochemical, HTS; PPARgamma LBD-SRC-2 recruitment; hit rate 0.34% among 200,000; Peroxisome proliferator-activated receptor gamma (Homo sapiens), P37231; activation, % at 8 µM; in the data active = activation above about 22%;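 note: 0% = vehicle and 100% = reference agonist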
Target sequence (P37231 whole entry, looked up, the tested form may be a part): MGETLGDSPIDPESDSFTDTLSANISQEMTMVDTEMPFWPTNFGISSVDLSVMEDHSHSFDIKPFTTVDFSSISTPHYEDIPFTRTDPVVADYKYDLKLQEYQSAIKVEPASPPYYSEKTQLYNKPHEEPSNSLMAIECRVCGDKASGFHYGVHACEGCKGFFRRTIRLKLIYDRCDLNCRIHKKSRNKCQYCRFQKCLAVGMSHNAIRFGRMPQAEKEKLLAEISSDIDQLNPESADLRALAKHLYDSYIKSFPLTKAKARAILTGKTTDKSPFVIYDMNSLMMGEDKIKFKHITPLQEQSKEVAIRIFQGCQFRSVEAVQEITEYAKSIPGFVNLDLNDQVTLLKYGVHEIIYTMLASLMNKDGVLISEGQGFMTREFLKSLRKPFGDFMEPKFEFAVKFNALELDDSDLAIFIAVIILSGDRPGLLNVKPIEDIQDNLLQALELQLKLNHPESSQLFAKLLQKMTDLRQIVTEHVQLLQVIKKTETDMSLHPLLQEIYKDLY
L major viab: Leishmania major promastigote growth inhibition, primary screen. Leishmania major promastigotes, resazurin fluorescence viability. inhibition, % at 10 µM. hit rate 9% among 200,000; in the data active = inhibition above about 50%;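 note: promastigotes grown with compound for 44 hours at 28 °C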
PPARg SRC3 recr: PPARgamma agonists recruiting SRC-3 coactivator, primary screen, biochemical | biochemical PPARgamma/SRC-3 coactivator recruitment assay | activation, % at 8 µM | hit rate 0.26% among 200,000 | AID 731, 2007; in the data active = activation above about 23%;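 note: 0% = DMSO and 100% = reference agonist; some compounds past the cut are filed as inactive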
HMGR II inh: inhibitors of E. faecalis class II HMGR, primary screen, biochemical, Enterococcus faecalis; inhibition, % at 10 µM; AID 1066, 2008; purified E. faecalis HMGR, NADPH absorbance 340 nm kinetic; hit rate 0.41% among 190,000;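 active = inhibition above a set limit, the median over all tested compounds plus 3 SD, cut at about 9.5% in these data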;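 note: enzyme runs in reverse so mevalonate oxidation gives rising NADPH absorbance; 0% = complete reaction with DMSO and 100% = background rate lacking mevalonate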
DTT redox prof: compounds producing H2O2 with reducing agent – biochemical, NIH compound library profiling, artefact control for MLSCN library redox annotation, primary screen; hit rate 0.03% among 200,000; activation, % at 10 µM; AID 878, 2007; DTT-dependent redox cycling H2O2, phenol red/HRP absorbance; 100% = 100 µM peroxide control, 0% = buffer;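 active = activation of at least 50% relative to the plate's high and low controls in the primary single-dose screen; inactive = activation below 50%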;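 note: compound incubated with DTT at 0.8 mM final as the reducing agent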
S1P3 antagonist: S1P3 receptor antagonists, primary screen, cell-based. CHO S1P3 NFAT-BLA reporter, FRET fluorescence, antagonist mode. Sphingosine 1-phosphate receptor 3 (Homo sapiens), Q99500. hit rate 0.27% among 170,000. inhibition, % at 4.98 µM;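 active = inhibition above the plate cutoff, the mean inhibition of test wells on that plate plus 3 SD, cut at about 28% in these data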;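 note: cells challenged with S1P at its EC80 of 0.8 µM; blue over green emission ratio from cleaved BLA substrate after 4 h stimulation; 0% = S1P-stimulated wells and 100% = unstimulated DMSO-only wells; some compounds past the cut are filed as inactive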
PPARg SRC1 recr: PPARgamma agonists recruiting SRC-1 coactivator, primary screen, biochemical; Peroxisome proliferator-activated receptor gamma (Homo sapiens), P37231; hit rate 0.41% among 200,000; activation, % at 8 µM; PPARgamma-SRC-1 coactivator recruitment biochemical assay; in the data active = activation above about 19%;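 note: 0% = DMSO and 100% = reference agonist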
bIAP inhibitor: bovine intestinal alkaline phosphatase inhibitors, primary screen, selectivity assay for TNAP inhibitor project, biochemical, bovine IAP, CDP-star luminescence; purified bovine IAP, 30 min; inhibition, % at 20 µM; 190,000 tested, under 10 active; AID 1019, 2008;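 active = over 50% inhibition of intestinal alkaline phosphatase at 20 µM in the single-dose screen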
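Incubation: 30 min reaction at room temperature / Material: purified bovine intestinal alkaline phosphatase (IAP) enzyme / Input: enzyme at 1/65,000,000 dilution / Dosing: 20 µM single dose / Signal: CDP-star luminescence signal / Reagent: CDP-star chemiluminescent phosphatase substrate, 30 µM final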
RAM inhibit: inhibitors of the yeast RAM network, primary screen, dse1pr::URA3 reporter, 5-FOA selection. hit rate 1.8% among 190,000. S. cerevisiae dse1pr::URA3 reporter, 5-FOA growth OD615, 2 d; analog-sensitive cbk1-as2 kinase mutant strain. inhibition, % at 50 µM. AID 868, 2007;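 active = inhibition above a set limit, 3 SD over mean compound inhibition, cut at about 8.4% in these data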;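 note: 0% = DMSO-only wells with no growth and 100% = 10 µM 1-NA-PP1 full growth; inhibition rescues growth on 5-FOA so higher OD means more RAM inhibition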
ROMK mod: ROMK potassium channel modulators, primary screen, cell-based, thallium flux, MLSMR library. ATP-sensitive inward rectifier potassium channel 1 (Homo sapiens), P48048. B-score at 10 µM. Tet-inducible ROMK, thallium flux fluorescence; actives lie on both sides. hit rate 2% among 130,000;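 active = signal ratio slope over the read window, or its plate-corrected B-score, at least 3 SD from the plate mean, either direction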;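 note: B-score of the F/F0 ratio slope over 7 to 12 s after thallium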
Target sequence (P48048 whole entry, looked up): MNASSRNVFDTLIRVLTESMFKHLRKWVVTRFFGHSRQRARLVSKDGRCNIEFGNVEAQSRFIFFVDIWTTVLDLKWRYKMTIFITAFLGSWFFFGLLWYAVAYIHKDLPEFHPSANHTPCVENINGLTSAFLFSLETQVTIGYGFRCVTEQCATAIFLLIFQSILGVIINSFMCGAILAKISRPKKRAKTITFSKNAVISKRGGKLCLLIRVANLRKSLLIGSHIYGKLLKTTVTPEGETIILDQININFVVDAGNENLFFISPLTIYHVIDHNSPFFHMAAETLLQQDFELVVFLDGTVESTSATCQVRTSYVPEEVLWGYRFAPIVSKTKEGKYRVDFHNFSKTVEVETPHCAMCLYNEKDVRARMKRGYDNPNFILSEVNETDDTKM
TR-FRET SRC-2 ct: TR-FRET signal artefacts, primary screen, artefact control for PPARgamma SRC-2 agonist project, biochemical; AID 1049, 2008; TR-FRET artefact counter-screen; stronger effect = higher value; hit rate 0.4% among 200,000; TR-FRET ratio at 8 µM; in the data active = TR-FRET ratio above about 2000; note: inactives centre near 1500
* marks the source's active call; other numbers are inactive results; . = not tested or not shown. Compounds were not picked by outcome; any-hit rate near 13%.

#	SMILES	PPARg SRC-2 ag	L major viab	PPARg SRC3 recr	HMGR II inh	DTT redox prof	S1P3 antagonist	PPARg SRC1 recr	bIAP inhibitor	RAM inhibit	ROMK mod	TR-FRET SRC-2 ct
1	CCc1nc2ccccc2n1CC(=O)N1CCN(S(=O)(=O)c2cccc(C(F)(F)F)c2)CC1	-8	6	11	8	2.1	-2	-10	-5	1.1	.	1404
2	CC(=O)Nc1ccc(SCC(=O)N(CCC#N)c2ccc(C)cc2)cc1	4	3	-1	7	-0.3	19	-8	-3	-0.4	0.14	1435
3	Cc1cc(=O)c(C(=O)O)cn1-c1ccc(C(C)C)cc1	8	-4	5	-1	-1.1	0	14	-5	0.6	.	1610
4	Cc1cc(O)c(-c2cc(C(=O)NCc3ccc4c(c3)OCO4)[nH]n2)cc1C	5	0	7	1	0.6	0	1	-56	0.5	0.019	1486
5	COc1cc(C)c(/C=C(\C#N)C(=O)Nc2cccc(C)c2)cc1C(C)C	5	11	2	6	-0.1	-9	6	-4	6.3	-0.45	1531
6	CC1Cn2c(nnc2-c2cc3ccccc3cc2O)S1 (stereo not drawn)	10	3	-8	-1	1.1	-2	-4	-2	0.3	-0.76	1487
7	Cc1ccc(N2CCN(c3ccc(C)cc3)C2c2ccncc2)cc1	-2	92*	1	-5	3.6	-5	3	8	1.4	0.33	1481
8	COc1ccc(/C([O-])=C(/C(=S)Nc2ccc(C)c(C)c2)n2c[n+](C)c3ccccc32)cc1OC	5	3	6	-1	0.4	-24	6	-6	0.9	0.35	1738
9	CCc1ccccc1S(=O)(=O)Cc1ccc(C(=O)NC(C)C)o1	9	-4	0	.	-0.4	-11	0	.	.	.	1626
10	CCOC(=O)c1c(NC(=O)CSc2n[nH]c(-c3ccco3)n2)sc(C)c1C	11	-1	-8	2	0.3	-13	-6	-6	4.3	.	1381
11	COc1cccc(COCCN2CCN(S(=O)(=O)c3ccc(C)cc3)CCC2=O)c1	11	-2	5	-5	0.0	4	7	15	2.2	0.47	1554
12	COc1cc(OC)nc(NC(=O)CN2CCN(c3ccc(F)cc3)CC2)n1	5	-1	3	-4	0.7	20	-2	-4	1.9	.	1496
13	Cc1ccc(NC(=O)NCCCN2CCOCC2)cc1	4	-4	-3	-2	-0.2	-35	1	0	0.4	.	1342
14	O=C(NC(=S)Nc1cccc(Cl)c1N1CCCCC1)c1ccc2c(c1)OCCO2	-9	97*	0	-4	0.3	-1	-2	7	4.8	.	1575
15	O=C(CSc1ccccc1C(=O)NCCCN1CCCC1=O)NCc1ccco1	4	-3	8	-1	0.2	-1	4	10	0.9	.	1663
16	COc1ccc(C(=O)NNC(=O)C(=O)NCc2ccccc2)cc1	0	-6	-1	-6	-1.1	-20	-5	-15	-0.2	.	1582
17	Cc1ccc(C(=O)CSc2nnc(-c3ccco3)o2)o1	19	1	17	-2	2.8	-26	4	8	2.4	.	1457
18	CNCc1cc(Cl)cc(OC)c1OC(C)C	-1	2	-3	-2	-0.2	-5	6	-5	1.0	-1.3	1507
19	O=C(CCNC(=O)Cn1cnc2ccccc2c1=O)NCC1COc2ccccc2O1 (stereo not drawn)	4	-5	2	1	-1.4	8	8	-3	-0.3	-1.1	1455
20	COc1ccc(C(=O)O)cc1S(=O)(=O)Nc1cccc(C)c1	7	-2	19	-2	1.0	-28	7	0	5.0	.	1702
21	O=C(Cn1cnc2c(nnn2-c2cccc(Cl)c2)c1=O)NCc1ccccc1	-2	-8	5	-1	-1.3	-12	4	8	1.0	.	1417
22	CN(C)CC(C)(C)CNC(=S)Nc1ccc(S(=O)(=O)N2CCOCC2)cc1	-2	38	1	-3	-0.2	-12	-3	2	1.1	-0.086	1559
23	Cc1cccc(NC(=O)c2c([N+](=O)[O-])c(C(C)(C)C)nn2C)c1	-5	9	-5	2	-0.1	-15	-5	-60	1.5	0.18	1453
24	CCOC(=O)C1(CC2CC2)CCN(Cc2cnc(-c3ccc(OC)cc3)nc2)CC1	-1	44	5	-2	-1.4	-10	7	4	1.0	-0.76	1516
25	COc1ccc(Cl)cc1C(=O)Nc1ccc2c(c1)OCO2	-8	6	15	2	0.7	-4	0	20	4.9	.	1716
26	COc1ccc(-c2cc(C)nc(SCc3cccc(C(=O)O)c3)n2)cc1	3	43	2	-3	-0.4	-4	9	-7	4.4	0.015	1623
27	c1coc(CSCc2cn3cccnc3n2)c1	-2	-9	-3	1	0.4	-26	5	3	0.4	-0.58	1664
28	CC1(C)CC(=O)C2=C(C1)N(c1ccccc1)C(N)=C(C#N)C2c1ccsc1 (stereo not drawn)	15	19	4	-5	-0.4	.	0	11	2.6	-0.44	1353
29	O=C(OCCN1CCCCC1)C1(c2ccccc2)CCCC1	2	15	1	-3	0.0	10	2	-14	-0.4	-0.65	1519
30	COc1ccc(C2C(C(=O)NCc3ccccn3)c3ccccc3C(=O)N2C)cc1OC (stereo not drawn)	-1	5	-7	0	0.0	.	6	-5	0.2	0.3	1507
31	O=C(N1CCOCC1)N(Cc1ccccc1)c1ccccn1	3	-3	-9	-4	2.4	-25	0	2	2.3	-0.094	1474
32	Cc1ccc(C(=O)CSc2nccn2-c2ccccc2)cc1	11	3	18	-8	-9.8	.	7	7	1.6	.	1508
33	CC(C)n1c(O)c(N=NC(=O)Cn2ccc(C(F)(F)F)n2)c2ccccc21	-1	-8	2	-6	0.3	2	-4	39	1.0	.	1748
34	c1cncc(CNc2ccc3c(c2)OCO3)c1	0	52*	0	-4	-1.6	.	2	0	1.1	.	1657
35	CCN1CC2=C(OC(N)=C(C#N)C2c2cccs2)/C(=C\c2cccs2)C1 (stereo not drawn)	1	23	3	4	1.6	.	0	13	-0.7	-0.26	1469
36	COc1ccc(C2C(C#N)=C(N)OC3=C2C(=O)CC(C)C3)c(OC)c1OC (stereo not drawn)	-2	-7	2	2	0.2	12	-2	10	1.1	.	1592
37	COc1ccc(C)cc1N=Nc1ccc(O)c2ncccc12	6	100*	7	0	-0.3	-6	9	22	0.3	-0.018	1557
38	Cc1sc2ncn(CC(=O)NCCCC(=O)N3CCN(Cc4ccc5c(c4)OCO5)CC3)c(=O)c2c1C	2	-14	-1	3	-2.7	-14	10	-3	2.7	-0.66	1605
39	O=C1OCCC1Sc1ncnc2sc3c(c12)CCC3 (stereo not drawn)	14	-1	1	-9	2.1	-10	6	17	2.3	0.009	1563
40	CNCCOc1nc(N2CCOCC2)nc(C)c1[N+](=O)[O-]	4	-5	-3	2	0.3	13	3	6	1.2	.	1657
41	CC(C)CC(=O)NC(=S)Nc1ccc(S(=O)(=O)NC(C)(C)C)cc1	-5	62*	1	4	0.1	-4	5	20	6.6	0.042	1566
42	CSc1nc(Cc2ccccc2)cc(=O)[nH]1	-4	-3	-1	0	-0.4	-6	-1	-12	2.5	1.2	1539
43	CCS(=O)(=O)c1ccc(OC)c(N=Nc2ccc(O)c3ncccc23)c1	8	100*	0	-3	-0.3	-14	2	5	2.9	1.2	1584
44	COc1cc(C(=O)Nc2nnc(C3CC3)s2)ccc1OCc1c(C)noc1C	5	-6	-1	-1	0.3	12	1	-38	4.7	0.085	1551
45	CC(=O)NC(CC(=O)OCC(=O)c1c(N)n(C)c(=O)n(C)c1=O)c1ccccc1 (stereo not drawn)	6	-4	2	7	-2.9	-4	7	3	1.0	0.54	1794
46	CCC1CCCCN1S(=O)(=O)c1ccc(C(=O)Nc2nnc(-c3ccccc3Cl)o2)cc1 (stereo not drawn)	1	99*	5	-4	2.6	-63	-1	-31	3.0	.	1408
47	O=C(O)c1ccc(COc2ccccc2/C=C2\NC(=O)N(Cc3ccc(F)cc3)C2=O)cc1	4	-3	7	11*	-1.5	6	3	-18	4.3	-0.63	1590
48	CC(=O)OCC(=O)[C@@]1(O)CC[C@H]2[C@@H]3CCC4=CC(=O)CC[C@]4(C)[C@H]3[C@@H](O)C[C@@]21C	-2	-7	2	-1	0.7	10	6	-10	-0.4	.	1578
49	CCC(=O)N1N=C(c2ccc(C)o2)CC1c1ccc(OC)cc1 (stereo not drawn)	5	1	1	0	-0.6	5	-3	5	0.0	0.45	1772
50	CCOCc1[nH]c(=S)[nH]c(=O)c1Cc1ccc(OC(C)C)cc1	-2	1	-1	-9	-0.3	-9	5	9	1.2	-0.13	1699
51	CCCc1nc(-c2ccc(-c3ccc(F)cc3)cc2)no1	-5	-8	-4	2	3.8	6	1	17	3.8	.	1488
52	NC(=O)c1c(N)sc2c1CCC2	8	3	7	-1	-0.3	-43	4	-14	2.7	0.37	1601
53	Cn1c(SCc2cc(=O)n3cc(Br)ccc3n2)nnc1C1COc2ccccc2O1 (stereo not drawn)	12	2	12	-8	0.2	12	14	10	0.5	.	1752
54	Cc1cc(C)nc(N2CCCC(C(=O)Nc3ccc4nc(C)c(C)nc4c3)C2)n1 (stereo not drawn)	-3	4	4	-2	3.0	18	-6	-10	0.3	-0.064	1303
55	Cn1c(SCC(=O)Nc2ccc3c(c2)oc2ccccc23)nnc1-c1ccccc1	9	14	10	0	2.3	-2	3	7	2.3	.	1562
56	CC(NC(=O)c1cc(-c2ccc(Br)cc2)on1)c1ccccc1 (stereo not drawn)	2	0	-4	-2	-0.1	5	-1	23	0.8	-0.41	1416
57	Cc1ccc(-n2c(SCC(=O)O)nc3sc4c(c3c2=O)CCCC4)cc1	0	-6	0	-4	0.0	-9	-4	-2	1.5	0.035	1433
58	O=C(Nc1cccnc1)c1ccc2nc(-c3ccccc3)c(-c3ccccc3)nc2c1	-3	15	1	-5	-0.8	-3	-8	-4	-1.9	-2.4	1418
59	CCCCc1nc2c(=O)[nH]c3ccccc3c2o1	6	2	16	4	-0.6	-18	2	14	0.9	.	1571
60	Cn1ncc2nnn(-c3ccccc3)c(=O)c21	10	-3	-6	-1	-1.0	.	6	2	0.1	-0.39	1735
61	COc1ccc(-n2nc3c(c2NC(=O)C2CCCC2)CS(=O)C3)cc1 (stereo not drawn)	5	-8	-1	-7	0.4	-12	2	8	1.1	.	1689
62	COc1cccc(-n2nc3c(=O)n(Cc4ccccc4Cl)nc(C)c3c2C)c1	9	-4	6	0	0.1	6	2	7	4.7	-0.29	1562

High-throughput results as filed in PubChem.
